p53ts 39C kill = kills p53ts cells at the nonpermissive temperature | H1299-p53A138V viability at 39C, ATP luminescence, 24 h | Potency, µM (series often up to 46.1 µM), for inactives: at the highest dose activity change, negative = cell killing, most hits filed as cytotoxic | 1.5% of 130,000 active | AID 902; further: nearly all actives have a fitted effect of over 55% in size
Imprint erasure = genomic imprint erasure induction; Potency, µM (series often up to 60.7 µM), for inactives: at the top dose activity change, positive = activation, actives largely listed as activators; 0.02% of 110,000 active; mouse ES Peg3-LacZ reporter, beta-gal luminescence, 40 h;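 further: 0% = negative control wells on the plate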
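Gelatin-coated wells received 300 freshly trypsinized female ES cells with a Peg3LacZ-Neo reporter on the maternal allele, then incubated 40 hours at 37C. BetaGlo was added for 5 minutes at room temperature before a single luminescence read.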
p53ts 32C kill = p53ts cell cytotoxicity, permissive temperature. Potency, µM (top dose mostly 46.1 µM), for inactives: top-dose activity change, negative = cytotoxicity, most hits filed as cytotoxic. H1299-p53A138V at 32C, ATP luminescence viability, 24 h. 0.93% of 130,000 active;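 further: 0% = DMSO and -100% = full killing by reference compound; nearly all actives have a fitted effect of over 55% in size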
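Viability by ATPlite luminescence after 24 h compound treatment (up to 46 uM) at the permissive 32C. Cells are H1299 carrying p53 A138V. Scale runs from DMSO basal to 100 uM tamoxifen as full kill; AC50 from Hill fits.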
IkB sig inh = inhibitors of IkB signaling in ABC-DLBCL cells. ABC-DLBCL IkBa-CBG/CBR dual luciferase ratio, 4 h; response scale: scaled: untreated 0%, proteasome inhibitor 100%. Potency, µM (doses to about 57.1 µM), inactives show top-dose IkBa stabilization activation. 0.04% of 110,000 active. AID 445; active means well fitted curve in the direction sought with a large enough effect in the signal ratio, not every such curve was filed as active; inconclusive means small, poorly fitted or top-dose-only effect, or a change in a side signal; the % refers to the signal ratio;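 further: the direction sought is a rising ratio; 0% = basal untreated cells and 100% = reference inhibitor full response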
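In this assay, an IκBα–CBG68 fusion accumulates when IKK-driven degradation is blocked; native CBR normalizes for cell number. OCI-Ly3 cells were treated 4 h with compound and doxycycline, then green and red light read after Chroma-Glo addition.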
An asterisk follows results filed as active; ? = inconclusive; / = not tested or not shown; & = joins results of further samples; [ ] = another dose, or the depositor's remark. Unless noted, the call rests on the fitted dose curve; in most records, active means well fitted curve in the direction sought with a large enough effect; inconclusive means small, poorly fitted or top-dose-only effect, or another doubt; inactive means no such curve, though single readings can be large; an effect the other way counts as inactive or inconclusive. Unless noted, on the % scale 0 is the no-effect control and ±100 the full control effect; potency means the concentration at half of the fitted maximal effect.

Preview:
SMILES | p53ts 39C kill | Imprint erasure | p53ts 32C kill | IkB sig inh
Cc1nc2ccc(F)cc2cc1C(=O)NC(C)C | 6% | -4% | 5% | 1.8%
O=C(NCc1cccs1)C1CCN(S(=O)(=O)c2cccc3nsnc23)CC1 | -2% | -5% | 4% | -1.1%

The listing, repeating the preview:
SMILES | p53ts 39C kill | Imprint erasure | p53ts 32C kill | IkB sig inh
Cc1nc2ccc(F)cc2cc1C(=O)NC(C)C | 6% | -4% | 5% | 1.8%
O=C(NCc1cccs1)C1CCN(S(=O)(=O)c2cccc3nsnc23)CC1 | -2% | -5% | 4% | -1.1%
COCCn1c(SCC(=O)c2ccc3c(c2)OCCO3)nnc1-c1ccoc1C | 0% | -13% | 3% | 1.0%
Cn1c(=O)c2c(ncn2CC(=O)Nc2ccc(Cl)cc2Cl)n(C)c1=O | 17% | 0% | 1% | 3.4%
Cc1ccc(CNC(=O)c2cc3ccc4cccnc4c3[nH]2)cc1 | -21% | 25%[10.9 µM] | -2% | ?
O=C(Nc1ccc(-n2cnnn2)cc1)C1CCCN1C(=O)NC1CCCCC1 (configuration not stated) | -16% | 1% | 0% | -1.3%
CCOC(=O)c1nc(C)[nH]c1C(=O)OCC | -3% | 3% | 13% | 1.7%
O=C(Cc1cccs1)NCCn1ccc2ccccc21 | 9% | -36%[inhibitor] | -7% | -12%
CCCCCNC(=O)Cc1ccc(OC)cc1 | 13% | -6% | 1% | -0.2%
COc1ccc(C(=O)Nc2ccc(S(=O)(=O)NC(C)=O)cc2)cc1 | -2% | -9% | -8% | 2.2%
Cc1ccc(-c2cc(C(=O)NCc3cnn(C)c3C)c3cc(Br)ccc3n2)cc1 | ? | -11%[10.9 µM] | ? | ?
O=C(c1cc(C(F)(F)F)cc(C(F)(F)F)c1)N1CCC2(CC1)CCN(c1ccccn1)CC2 | -6% | / | -16% | 6.8%[11.4 µM]
COCCOC(=O)C1=C(C)NC2=C(C(=O)CC(C)(C)C2)C1c1ccc2c(c1)OCO2 (configuration not stated) | 3% | -8% | 3% | -1.1%
CCOC(=O)CSc1nc2c(c(=O)n(C)c(=O)n2C)n1CCCc1ccccc1 | 5% | / | -9% | 3.2%
COc1nc2c(C)cccc2cc1-c1noc(-c2ccncc2)n1 | 4% | -1% | 1% | -0.1%
CC1(C)OC(=O)C(=C2CCCN2)C(=O)O1 | 2% | 23% | 1% | 1.6%
COc1cc(CN2CCN(c3cccc(Cl)c3)CC2)cc(OC)c1OC | -12% | -22% | -10% | 7.0%
Cc1cccc(OCC(O)Cn2c(NCCCOC(C)C)nc3c2c(=O)[nH]c(=O)n3C)c1 (configuration not stated) | 11% | -4% | 8% | -1.7%
Cc1nc(SCc2cccc(F)c2)[nH]c(=O)c1C#N | 5% | -52%[inhibitor] | -7% | ?
CN(C)CCCNc1oc(/C=C/c2ccc(F)cc2)nc1C#N | -19% | -19%[10.9 µM] | -14% | -1.1%
O=c1c2ccccc2nnn1CSc1ccc2c(c1)OCCO2 | -19% | -76%[inhibitor] | -23% | ?
COc1ccc(-c2ccnc3[nH]n(-c4ccccc4)c(=O)c23)cc1 | 15% | -9%[10.9 µM] | -10% | 2.2%
COC(=O)CSc1ncc2c(n1)-c1ccccc1N(Cc1cccc(F)c1)S2(=O)=O | -8% | 14%[10.9 µM] | 8% | -1.9%
CCC(CC)C(=O)Nc1cc(C)c2c(=O)oc3ccccc3c2n1 | 16% | -15% | -10% | -0.7%
Cc1ccc(S(=O)(=O)NCCOC(=O)Nc2sc(=S)n(C)c2C)cc1 | 5% | -2% | 4% | 0.3%
CCOC(=O)c1noc2ncnc(Nc3cccc(C(F)(F)F)c3)c12 | 14% | 3%[10.9 µM] | 1% | -3.9%
Cc1ccc(C(CC(=O)c2ccco2)SCCO)cc1 (configuration not stated) | -9% | -29% | -9% | ?
N#CCSc1nnc(-c2cnccn2)n1Cc1ccccc1 | 7% | / | -1% | /
Cc1ccc(OCc2cc(=O)n3c4c(sc3n2)CCCC4)cc1C | -5% | -6%[10.9 µM] | -7% | 3.2%
CNC(=O)COC(=O)c1cc(F)c(F)cc1Cl | 9% | -11% | 0% | 4.6%
CCN(Cc1ccccc1)c1ccccc1 | -12% | -7% | -4%[1.84 µM] | -0.4%
COc1ccc(-c2nn(C)c(=O)c3ccccc23)cc1CNS(C)(=O)=O | 0% | -12% | -1% | 5.5%
CC1CCc2c(sc3nnn(Cc4cccc(C(=O)OC(C)C)c4)c(=O)c23)C1 (configuration not stated) | -11% | -3%[10.9 µM] | -5% | -1.7%
CN(C)/C=N/c1sccc1C(N)=O | 2% | -4% | 7% | 3.1%
CC(C)(C)OC(=O)N1CCC(c2c(C(=O)NCc3ccccc3)cnn2-c2ccc(F)cc2)CC1 | 3% | 9%[10.9 µM] | 21% | ?
NC(=O)C1CCN(c2ncnc3c2cnn3-c2cccc(Cl)c2)CC1 | -23% | -5%[10.9 µM] | -10% | 0.8%
CC(C)(C)C(=O)Cn1c(NCCO)nc2ccccc21 | 18% | / | 1% | /
COc1ccc(-c2cn(-c3ccc(OC)cc3)c(=S)[nH]2)cc1 | -3% | / | 19% | /
COc1ccc(F)cc1S(=O)(=O)Nc1cccc(-c2ccc(N3CCCCCC3)nn2)c1 | -35% | -15%[10.9 µM] | -17% | 1.1%
CCCCN(C(=O)CCC(=O)Nc1cc(C)on1)C(C(=O)NC(C)(C)C)c1cccc(OC)c1OC (configuration not stated) | -1% | / | -4% | /
O=C(NCc1ccccc1)c1cc(-c2cccc(Cl)c2)on1 | 18% | -7%[10.9 µM] | 12% | ?
COc1ccc(NC(=O)CN(C)S(=O)(=O)c2cccc3nsnc23)cc1 | 24% | 2%[10.9 µM] | 4% | 0.0%
COc1ccc(CNC(=O)Cc2nn(C)c(=O)c3ccccc23)cc1 | -10% | -19% | -10% | ?
COc1cccc(CN(C(=O)c2oc3ccc(Br)cc3c2C)C2CCS(=O)(=O)C2)c1 (configuration not stated) | -13% | 13%[10.9 µM] | 6% | -1.9%
COc1cc(OC)cc(C(=O)N2c3ccc(F)cc3CCC2C)c1 (configuration not stated) | -4% | / | -1% | 3.3%
O=c1cc(CSc2ccccn2)nc(N2CCN(c3ccccc3)CC2)[nH]1 | 18% | -7% | 4% | 0.6%
CCOc1ccc(CCNC(=O)Cn2nnc(-c3ccccc3)n2)cc1OCC | 16% | 11%[10.9 µM] | -3% | -3.7%
N#Cc1cccc(-c2nc(Nc3ccccc3)c3ccccc3n2)c1 | ? | -11% | -20% | 0.2%[11.4 µM]
COc1ccccc1CN1CCCC2(CCN(S(=O)(=O)c3ccccc3)CC2)C1 | -6% | / | -8% | 2.1%[11.4 µM]
COCCNC(=O)C1c2ccccc2C(=O)N(CCOC)C1c1ccc(F)cc1 (configuration not stated) | -5% | -5% | -8% | -1.5%
The listing continues.
SMILES | p53ts 39C kill | Imprint erasure | p53ts 32C kill | IkB sig inh
COc1cc(Br)c(CC(=O)O)cc1OC | 6% | 4% | -8% | 0.6%
COc1ccc(CN2C(=O)c3cccnc3C2Nc2ccc(OC)c(Cl)c2)cc1 (configuration not stated) | 9% | -9% | 8% | -1.9%
COC(=O)C1=C(C)N(C)C(=O)NC1c1ccc(C)cc1 (configuration not stated) | 9% | 4% | 50%[activator] | 0.1%
CSc1cccc(NC(=O)CN2C(=O)CCc3cc(S(=O)(=O)N4CCCCC4)ccc32)c1 | -10% | 5%[10.9 µM] | 12% | 3.6%
CCOc1ccc(-c2c(C)nn3c(C)c(C(=O)NCCN(C)C)cnc23)cc1OCC | 3% | -17%[10.9 µM] | 0% | ?
Cc1ccc(C)c(NC(=O)CSc2nnc(-c3ccco3)o2)c1 | -2% | -11% | 2% | 4.1%
COc1ccccc1Cn1ccn(CC(=O)Nc2c(C)cc(C)cc2C)c(=O)c1=O | 11% | -10%[10.9 µM] | -3% | -1.5%
O=C(CCSc1nnc2scc(-c3ccccc3)n12)NCc1ccc2c(c1)OCO2 | 3% | -1% | 7% | 4.3%
COc1cc(CNC(=O)CCCCCCC(C)C)ccc1O | -19%&-22% | -33%&-35%[inhibitor] | -9%&15% | -0.1%[11.4 µM]
Cc1ccc2nc(NC(=O)CSc3nccn3Cc3ccc(Cl)cc3)sc2c1 | ? | -8%[10.9 µM] | -5% | ?
CC(Oc1ccc(Cl)cc1Cl)C(=O)Nn1cnnc1 (configuration not stated) | 17% | / | 3% | /
COC(=O)[C@H](Cc1ccccc1)NC(=O)N1CCN(Cc2ccccc2)CC1 | 1% | -12% | -2% | 0.4%
CCC(=O)Nc1ccc(C(=O)Nc2ccc3c(c2)OCO3)cc1 | -12% | -17% | -3% | 3.0%
Cc1oc(-c2ccc(Cl)cc2)nc1CN1CCC(C(=O)NCc2ccco2)CC1 | 4% | -16% | -2% | -0.9%
Cc1ccc(Cl)cc1NC(=O)CSc1nc(C)c(C)c(C)c1C#N | -2% | -15%[10.9 µM] | 2% | -2.3%
O=C(COc1ccccc1Cl)Nc1ccc(Cl)cn1 | 16µM* | -51%[inhibitor] | 13µM* | -2.3%
CCOc1ccccc1NC(=O)CSc1nc2ccccc2nc1Cc1ccc(C)cc1 | -23% | -6%[10.9 µM] | -10% | ?
O=C=Nc1ccc(Cl)c(Cl)c1 | 20% | -10% | 4%[1.84 µM] | ?
O=c1ccc2cc(S(=O)(=O)NCc3ccc(Br)cc3)ccc2[nH]1 | ? | 3%[10.9 µM] | 2% | 2.7%
Cc1ccccc1OCC(O)Cn1c(=N)n(CCN2CCOCC2)c2ccccc21 (configuration not stated) | -10% | -11% | -7% | 0.2%

A different layout for some results above.
Sequence of screens – p53ts 39C kill	Imprint erasure	p53ts 32C kill	IkB sig inh
CC(Oc1ccc(Cl)cc1Cl)C(=O)Nn1cnnc1 (configuration not stated)
    17%	/	3%	/
COC(=O)[C@H](Cc1ccccc1)NC(=O)N1CCN(Cc2ccccc2)CC1
    1%	-12%	-2%	0.4%
CCC(=O)Nc1ccc(C(=O)Nc2ccc3c(c2)OCO3)cc1
    -12%	-17%	-3%	3.0%
Cc1oc(-c2ccc(Cl)cc2)nc1CN1CCC(C(=O)NCc2ccco2)CC1
    4%	-16%	-2%	-0.9%
Cc1ccc(Cl)cc1NC(=O)CSc1nc(C)c(C)c(C)c1C#N
    -2%	-15%[10.9 µM]	2%	-2.3%
O=C(COc1ccccc1Cl)Nc1ccc(Cl)cn1
    16µM*	-51%[inhibitor]	13µM*	-2.3%
CCOc1ccccc1NC(=O)CSc1nc2ccccc2nc1Cc1ccc(C)cc1
    -23%	-6%[10.9 µM]	-10%	?

This is a random part of the collection; any-hit rate near 1.7%.
